From PubChem BioAssay
Nrf2 inh: inhibitors of Nrf2 signaling; 2.1% of 360,000 active; A549 ARE-Fluc reporter, luciferase luminescence, 18-24 h; Potency, µM (titrated, usually from 46 µM), for the others: top-dose activity change, negative = inhibition, hits mostly inhibitors; note: potency is the fitted concentration of half-maximal effect; % is set by controls: 0 for no effect and ±100 for the full control effect; nearly all actives have a fitted effect of over 60% in size
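Nrf2 activity is the BugLite luminescence, read 15 min after reagent at room temperature, following CellTiter-Fluor cytotoxicity readout (30 min, 37C). Compound titrations were applied for 18-24 h to 5000 A549 ARE_Fluc cells/well in 5% FBS OPTI-MEM.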
A549 tox: A549 cytotoxicity, counter-screen for Nrf2 inhibitors; A549 ARE-Fluc cells, CellTiter-Fluor viability, 18-24 h; AID 504648; 0.16% of 390,000 active; Potency, µM (doses to about 46 µM), inactives show at the highest dose activity change, negative = cytotoxicity, most hits filed as inhibitors; note: potency is the fitted concentration of half-maximal effect; % is set by controls: 0 for no effect and ±100 for the full control effect
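Cytotoxicity counterscreen: CellTiter-Fluor fluorescence was measured in A549 ARE_Fluc cells after 18-24 h of compound exposure in a concentration series. The subsequent BugLite luminescent read reports ARE-luciferase activity.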
S2 tox: cell viability loss in ATXN counter-screen | S2 cells (HEK-293 line with an ATXN2-luciferase reporter) viability, CellTiter-Fluor protease fluorescence, 24 h | Potency, µM (highest dose often 56.7 µM), most hits filed as cytotoxic | 0.49% of 400,000 active | AID 651635; note: potency is the fitted concentration of half-maximal effect; nearly all actives have a fitted effect of over 40% in size
ATXN2 expr inh: inhibitors of ATXN2 expression; HEK-293 ATXN2-luciferase reporter, luminescence, 24 h; Potency, µM (highest dose often 57 µM), for the others: at the top dose activity change, negative = inhibition, actives largely listed as inhibitors; 0.72% of 360,000 active; note: potency is the fitted concentration of half-maximal effect; % is set by controls: 0 for no effect and ±100 for the full control effect; nearly all actives have a fitted effect of over 55% in size
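ATXN2-luciferase reporter cells (luciferase flanked by upstream and downstream ATXN2 gene portions) were treated 24 h at 37 °C with compounds at up to 57 uM. SteadyGlo luminescence gave expression; GF-AFC fluorescence gave viability.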
HepG2 viability: counter-screen for TGF-b inhibitors: cytotoxicity in HepG2 cells; HepG2 CAGA-GFP viability, ATP luminescence, 18 h; Potency, µM (top dose mostly 46.1 µM), without a hit: top-dose activity change, negative = cytotoxicity, hits mostly cytotoxic; 0.76% of 410,000 active; note: potency is the fitted concentration of half-maximal effect; some results filed as inactive show a strong effect at the top dose
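HepG2 CAGA-GFP cells (1000/well, DMEM with 1% FBS) received compound, then TGF-beta at 500 pg/mL final, and were incubated 18 hours at 37 degrees C. Viability was read by CellTiter-Glo luminescence. Media-only wells were set as complete cell-killing and DMSO as no toxicity.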
MCF10A rerep: induces DNA re-replication in MCF 10a normal breast cells | AID 624296 | Potency, µM (series often up to 46.1 µM), inactives show at the highest dose activity, positive = re-replication, most hits filed as activators | MCF 10A DNA re-replication, Hoechst nuclear intensity, 48 h | 2.9% of 350,000 active; note: potency is the fitted concentration of half-maximal effect; % of control where 0% means no effect; nearly all actives have a fitted effect of over 50% in size
IL-1B inflam inh: inhibitors of inflammasome signaling (IL-1 beta secretion). THP-1 LPS/ATP IL-1B secretion, AlphaLISA, 16 h; hits give low values. activity change, % at 57.5 µM. 4.7% of 360,000 active; in the data active = activity change below about -50%; inconclusive = mostly about -30% to -49%; note: % is set by controls: 0 for no effect and ±100 for the full control effect
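THP-1 cells pretreated 1 hr with compounds (up to 57.5 uM final), then stimulated with LPS (250 ng/mL final) plus ATP (1.25 mM final); secreted IL-1B measured by AlphaLISA after 16 hr, decreased signal indicating inhibition.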
Nrf2 activator: activates Nrf2 signaling. AREc32 ARE-luciferase reporter (MCF7-derived line), luminescence, 24 h. Potency, µM (series often up to 46.1 µM), for inactives: top-dose activation, hits mostly activators. 0.31% of 410,000 active. AID 624171; note: potency is the fitted concentration of half-maximal effect; % of control where 0% means no effect; nearly all actives have a fitted effect of over 65% in size
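Luciferase luminescence (Steady-Glo, 30 min at room temperature) served as the read-out of ARE activation in AREc32 cells treated with compounds for 24 hr at 37 deg C.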
TGFb inhibitor: blocks TGF-b signaling | HepG2 CAGA-GFP TGF-b/SMAD3 reporter, GFP fluorescence, 18 h; TGF-beta stimulated, 500 pg/mL final | Potency, µM (highest dose often 46.1 µM), without a hit: top-dose activity, negative = inhibition, hits mostly inhibitors | 1.2% of 410,000 active | AID 588855; note: potency is the fitted concentration of half-maximal effect; % is set by controls: 0 for no effect and ±100 for the full control effect; nearly all actives have a fitted effect of over 65% in size
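Per well, imaged GFP fluorescence of HEPG2 CAGA-GFP cells gives the signal; cells get compound, then TGF-beta (500 pg/mL final), 18 h at 37 degrees C; %Activity versus -TGF-beta and +DMSO controls.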
Numbers without * were called inactive; i = inactive; ? = inconclusive; nt = not tested or not shown; & = joins results of further samples; [ ] = dose if it differs, or a comment. Unless noted, calls come from the whole dose curve; as a rule, active = well fitted curve in the direction sought with a large enough effect; inconclusive = small, poorly fitted or top-dose-only effect, or another doubt; inactive = no such curve, though single readings can be large; an effect the other way counts as inactive or inconclusive.

SMILES	Nrf2 inh	A549 tox	S2 tox	ATXN2 expr inh	HepG2 viability	MCF10A rerep	IL-1B inflam inh	Nrf2 activator	TGFb inhibitor
CC(=O)NC12CC3CC(C1)CC(C(=O)OCC(=O)Nc1ncc(Cl)cc1Cl)(C3)C2	-6.3%	-4.1%	i	-2.6%	-9.7%	6.7%	10.2	0.0%	14.2%
Cc1nn(CC(=O)Nc2ccc(N(C)C)cc2)c(C)c1[N+](=O)[O-]	-3.9%	0.7%	i	-12.6%	-6.6%	4.3%	-8.4	-0.7%	-12.0%
Cc1cc(C)c2cc(CN(Cc3cccnc3)C(=O)c3ccc(F)cc3)c(Cl)nc2c1	14.5%	4.4%	?	-4.0%	0.6%	-1.5%	?	-0.3%	-11.0%
COc1cc(C(=O)N2CCC(NC(=O)C(Cc3ccc(C(C)C)cc3)NC(C)=O)CC2)cc(OC)c1OC (stereo not given)	7.4%	-0.7%	i	48.2%[activator]	4.3%	3.4%	5.2	0.5%	-6.0%
COc1ccc(OC)c(CNC(=O)c2cnc3c(C)cccn3c2=O)c1	nt	2.8%	i	0.3%	2.6%	nt	nt	0.5%	8.2%
Cc1ccc(S(=O)(=O)CC(=O)c2ccc(C)c([N+](=O)[O-])c2)cc1	-6.9%	-1.0%	i	0.6%	-21.9%	2.0%	5.9	0.1%	1.1%
COc1ccc(C2Nc3ccccc3C(=O)N2NS(=O)(=O)c2ccccc2)c(OC)c1 (stereo not given)	0.1%	2.3%	i	-5.5%	-18.6%	3.0%	-8.0	0.3%	-25.9%
COc1ccc(C2=NOC(C(=O)NCc3ccc(F)cc3)C2)cc1 (stereo not given)	-11.4%	0.0%	?	-13.5%	-11.2%	?	15.9	-0.7%	-4.6%
O=C(c1ccccc1)C(O)(Cc1ccccc1)c1ccccc1 (stereo not given)	-6.3%	-1.8%	i	7.0%	2.8%	7.1%	13.3	3.8%	3.9%
C#Cc1cccc(C(=O)NC2CCCN(C3Cc4ccccc4C3)C2)c1 (stereo not given)	-0.6%	5.4%	i	nt	-1.1%	0.2%	-9.0	1.1%	?
COc1ccc(NC(=O)Nc2ccc(Br)c(C)c2)cc1	3.0%	3.1%	i	21.4%	-10.1%	-33.3%[inhibitor]	-6.8	1.7%	0.0%
O=C(Nc1ccc(F)c(F)c1)C1CCCN1S(=O)(=O)c1cccc2nsnc12 (stereo not given)	-6.5%	-8.8%	?	-17.6%	-3.8%	nt	nt	3.1%	?
COc1ccc(NS(=O)(=O)c2cc(C(=O)OC(C)C(=O)N3CCOCC3)ccc2Cl)cc1 (stereo not given)	-7.8%	-0.6%	i	-4.5%	0.3%	-5.5%	12.5	0.5%	-1.1%
CCOCCCNC(=S)N1CCCN(c2nc3cc(C)ccc3cc2C#N)CC1	7.6%	-1.6%	?	7.0%[11.3 µM]	4.0%	0.5%	11.6	0.2%	-3.2%
COc1ccc(NC(=O)COC(=O)c2c(C)noc2C)cc1Cl	nt	nt	i	nt	-4.2%	nt	-17.6	3.3%	13.4%
CC(c1ccccc1)N(C)C(=O)CSc1nnc(C2CC2)n1C1CC1 (stereo not given)	1.9%	0.4%	i	-0.6%	-1.2%	-2.1%	-3.4	-0.2%	6.7%
COc1cc(OC)cc(C(=O)Nc2ccc(CN3CCCCC3)cc2)c1	4.1%	-0.7%	i	-13.6%	5.7%	5.9%	-8.6	0.7%	-10.6%
CCC(=O)c1ccccc1OCCCN1CCC(Cc2ccccc2)CC1	1.5%	-20.8%	?	?	-40.6%	1.5%	-89.0*	-0.4%[9.22 µM]	?
O=C(O)c1c(Cl)c(Cl)c(Cl)c(Cl)c1C(=O)N1CCCC1	17.1%	-3.3%	i	4.0%	-11.7%	-0.2%	14.4	0.2%	15.0%
COc1ccccc1NC(=O)C1=C(C)Nc2nc(SCc3ccccc3)nn2C1c1cccs1 (stereo not given)	-23.6%[9.27 µM]	-0.4%	nt	nt	-7.2%	nt	nt	0.8%	-1.3%
CCN1C(=O)[C@H]2[C@H]3CN=C(SCC(=O)c4ccccc4)N3[C@@](C)(C(=O)OC)[C@H]2C1=O	?	-4.2%	i	4.8%	4.5%	13.1%	0.9	10.3%	-40.0%
CC(OC(=O)CC1CC2CCC1C2)C(=O)Nc1cccc(S(=O)(=O)N2CCOCC2)c1 (stereo not given)	-8.8%	8.0%	i	-1.2%	-49.5%	1.9%	3.0	-0.7%	-10.7%
Cc1c(N(C(=O)c2ccccn2)C2(C(=O)NC3CCCC3)CCCCC2)c(=O)n(-c2ccccc2)n1C	3.5%	-4.1%	i	-10.9%	21.1%	1.0%	7.5	0.1%	11.8%
CCSc1ncc(Cl)c(C(=O)Nc2c(C(=O)Nc3ccc(Cl)cc3)oc3ccccc23)n1	2.3%	2.0%	nt	nt	-23.0%	nt	nt	2.7%	nt
Cc1ccc(N2CC(C(=O)Nc3ccc(S(=O)(=O)Nc4ncccn4)cc3)CC2=O)cc1C (stereo not given)	6.4%	0.5%	i	2.0%	-2.8%	-3.1%	-11.0	-0.3%	3.0%
SMILES	Nrf2 inh	A549 tox	S2 tox	ATXN2 expr inh	HepG2 viability	MCF10A rerep	IL-1B inflam inh	Nrf2 activator	TGFb inhibitor
CN(C)CCN(Cc1ccc(Cl)cc1)c1ccccn1	-13.0%	-1.8%	i	-4.1%&-20.7%	-10.6%	-10.9%&3.8%	-21.7	-1.0%	4.7%
O=C(N/N=C/c1cccnc1)c1ccco1	1.7%	2.2%	i	2.9%	-3.7%	-4.3%	34.8	?	2.7%
NC(=O)c1nsc(C(=O)N(Cc2ccco2)C(C(=O)NCc2ccccc2)c2ccc(O)cc2)c1N (stereo not given)	10.5%	-6.6%	i	-4.6%	9.0%	19.6%	-3.6	-0.1%	3.4%
CCOC(=O)C1CCN(S(=O)(=O)c2c(C)n(C)c(=O)n(C)c2=O)CC1	4.4%	9.5%	i	4.8%	2.7%	-2.4%	1.2	-0.3%	3.2%
CCOC(=O)c1c(C)[nH]c(N=Nc2cccc(OC)c2)c1C	?	-14.6%	?	111.1%[activator]	-22.4%	?	-67.1*	7.6%	3.5%
COc1cc(OC)cc(C(=O)N(Cc2ccco2)c2c(N)n(Cc3ccccc3)c(=O)[nH]c2=O)c1	-3.4%	-1.4%	i	10.8%	0.6%	21.7%	12.0	0.7%	0.9%
Cc1ccc(Cn2c(S(=O)(=O)O)nc3ccccc32)cc1	16.4%	-1.9%	i	4.8%	6.9%	-6.2%	29.9	6.4%	-9.6%
COc1ccc(NC(=O)c2ccc3snnc3c2)cc1	nt	-4.2%	i	12.3%	-11.7%	-3.5%	-19.2	4.6%	-0.4%
CC(C)[C@H](NC(=O)c1ccccc1Cl)C(=O)OCC(=O)NCc1ccc2c(c1)OCO2	6.5%	-3.0%	?	nt	-23.7%	-0.3%	15.1	0.2%	?
CCc1ccc(NC(=O)CCC(=O)c2ccccc2)cc1	4.8%	2.3%	i	13.8%	-5.5%	?	-2.7	-0.5%	-0.7%
COc1ccc(C(C#N)=Cc2ccc(N(C)CCC#N)cc2)cc1	nt	nt	i	nt	-7.1%	nt	-5.0	7.7%	0.5%
Cc1ccc(OCC(=O)Nc2c3c(nn2C(C)(C)C)CS(=O)(=O)C3)cc1	0.3%	-1.6%	i	-1.6%	-0.9%	-1.5%	i	-1.0%	5.9%
S=C(c1ccc(-c2ccccc2)cc1)N1CCOCC1	?	0.0%	i	?	-8.4%	7.5%	-14.1	-0.4%	5.4%
Cc1ccc(S(=O)(=O)N2CCC(C(=O)NN3CCCCC3)CC2)cc1	-12.0%	-9.9%	i	-32.8%	-32.6%	-2.1%	-1.2	-0.1%	7.7%
Cn1cccc1Cc1nnc(SCC(=O)NCc2ccccc2Cl)n1-c1ccc(F)cc1	-8.1%	10.4%	i	-3.9%	-25.2%	0.3%	-23.7	0.6%	-9.1%
COc1ccc(/C(O)=C2/C(=O)C(=O)N(c3ccccn3)C2c2ccc(OC)cc2)cc1 (stereo not given)	-18.2%	2.9%	i	-12.1%	-20.8%	7.4%	16.3	-0.3%	-2.5%
COCCNC(=S)N(CCO)Cc1cc2cc3c(cc2[nH]c1=O)OCO3	1.3%	-7.2%	i	14.7%	19.4%	1.1%	5.2	0.0%	18.2%
COc1c(Cl)cc(-c2noc(C)c2C(=O)NCCc2ccc(C)cc2)cc1Cl	-5.9%	-0.9%	i	-10.8%	-10.1%	?	-15.0	-0.4%	-1.4%

Full records, looked up by structure:
Results for CCOCCCNC(=S)N1CCCN(c2nc3cc(C)ccc3cc2C#N)CC1 = Nrf2 inh: 7.6%; A549 tox: -1.6%; S2 tox: ?; ATXN2 expr inh: 7.0%[11.3 µM]; HepG2 viability: 4.0%; MCF10A rerep: 0.5%; IL-1B inflam inh: 11.6; Nrf2 activator: 0.2%; TGFb inhibitor: -3.2%
Results for COc1cc(OC)cc(C(=O)N(Cc2ccco2)c2c(N)n(Cc3ccccc3)c(=O)[nH]c2=O)c1 = Nrf2 inh: -3.4%; A549 tox: -1.4%; S2 tox: i; ATXN2 expr inh: 10.8%; HepG2 viability: 0.6%; MCF10A rerep: 21.7%; IL-1B inflam inh: 12.0; Nrf2 activator: 0.7%; TGFb inhibitor: 0.9%

3 entries drawn at random from those above:
SMILES	Nrf2 inh	A549 tox	S2 tox	ATXN2 expr inh	HepG2 viability	MCF10A rerep	IL-1B inflam inh	Nrf2 activator	TGFb inhibitor
COc1ccc(C2Nc3ccccc3C(=O)N2NS(=O)(=O)c2ccccc2)c(OC)c1 (stereo not given)	0.1%	2.3%	i	-5.5%	-18.6%	3.0%	-8.0	0.3%	-25.9%
Cc1nn(CC(=O)Nc2ccc(N(C)C)cc2)c(C)c1[N+](=O)[O-]	-3.9%	0.7%	i	-12.6%	-6.6%	4.3%	-8.4	-0.7%	-12.0%
COc1ccc(C(C#N)=Cc2ccc(N(C)CCC#N)cc2)cc1	nt	nt	i	nt	-7.1%	nt	-5.0	7.7%	0.5%

Random draw from the library. About 8.8% of those tested had a hit in this group.
